Assay outcomes as filed in PubChem.
PERK inh: block of dimerizer-induced PERK translation repression, primary screen, PERK inhibitor project, CHO PERK-DD cells, SEAP luminescence, HTS; Eukaryotic translation initiation factor 2-alpha kinase 3 (Homo sapiens), Q9NZJ5; 0.17% of 220,000 active; AID 1416, 2008; inhibition, % at 5.6 µM; CHO PERK-DD fusion, SEAP luminescence translation reporter;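 active = inhibition above the mean inhibition of all tested compounds plus 3 SD, set separately per screening campaign, cut at about 2.9% in these data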;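 also: PERK kinase domain activated by AP20187 dimerizer at 100 nM; 0% = DMSO with dimerizer and 100% = rapamycin at 8.4 µM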
Target sequence (Q9NZJ5 whole entry, looked up, the tested form may be a part): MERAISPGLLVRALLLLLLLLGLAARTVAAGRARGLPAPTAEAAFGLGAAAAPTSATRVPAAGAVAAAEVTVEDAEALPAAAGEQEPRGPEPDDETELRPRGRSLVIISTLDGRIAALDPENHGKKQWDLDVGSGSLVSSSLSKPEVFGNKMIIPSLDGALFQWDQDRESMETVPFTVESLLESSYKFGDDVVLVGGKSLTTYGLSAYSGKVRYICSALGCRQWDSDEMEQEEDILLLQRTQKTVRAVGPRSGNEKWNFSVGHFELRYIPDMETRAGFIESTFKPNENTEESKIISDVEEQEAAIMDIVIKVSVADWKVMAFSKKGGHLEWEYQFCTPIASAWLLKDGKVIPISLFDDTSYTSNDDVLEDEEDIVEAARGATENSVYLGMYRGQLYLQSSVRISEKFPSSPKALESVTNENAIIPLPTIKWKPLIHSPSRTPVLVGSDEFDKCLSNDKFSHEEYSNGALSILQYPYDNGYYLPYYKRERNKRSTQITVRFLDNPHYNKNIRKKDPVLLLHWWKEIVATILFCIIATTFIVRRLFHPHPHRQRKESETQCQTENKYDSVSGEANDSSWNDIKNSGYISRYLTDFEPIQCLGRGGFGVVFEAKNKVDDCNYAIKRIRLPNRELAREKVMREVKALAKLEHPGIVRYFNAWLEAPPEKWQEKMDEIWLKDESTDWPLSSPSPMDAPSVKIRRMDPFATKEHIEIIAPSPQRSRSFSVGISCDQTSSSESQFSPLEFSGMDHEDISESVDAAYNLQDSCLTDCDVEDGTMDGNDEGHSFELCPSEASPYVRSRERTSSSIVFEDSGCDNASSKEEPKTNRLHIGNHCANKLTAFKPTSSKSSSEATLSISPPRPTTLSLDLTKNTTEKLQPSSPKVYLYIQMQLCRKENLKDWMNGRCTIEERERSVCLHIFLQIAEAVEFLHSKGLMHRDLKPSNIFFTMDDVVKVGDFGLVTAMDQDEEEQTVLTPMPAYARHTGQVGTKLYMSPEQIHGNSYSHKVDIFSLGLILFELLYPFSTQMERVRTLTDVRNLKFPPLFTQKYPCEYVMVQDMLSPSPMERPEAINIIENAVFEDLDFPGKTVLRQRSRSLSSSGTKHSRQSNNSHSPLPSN
EP2 mod: EP2 receptor modulators, cAMP readout, primary screen, cell-based, HTRF cAMP, PGE2 stimulation | induction, % at 25 µM | 0.83% of 260,000 active | EP2-expressing cells, cAMP HTRF FRET, PGE2 co-stimulation;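 active = compounds whose cAMP rise, as percent of the full-agonist control response, exceeds 60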;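 also: rat C6 glioma line stably carrying human EP2 under a CMV promoter; the protocol text gives 20 µM as final concentration; 100% = response of wells given 1 µM PGE2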
Hck-Nef inh: inhibitors of Nef-activated human Hck kinase, primary screen, biochemical, Z-Lyte FRET, 384-well, Hck-YEEI; Recombinant Hck-YEEI plus Nef, Z-Lyte FRET kinase assay; inhibition, % at 20 µM; 0.68% of 220,000 active; AID 463187, 2010;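 active = Hck-Nef kinase inhibition above about 50%, limit read from the data; inactive = inhibition below that limit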;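 also: 0% = DMSO with Hck plus Nef and 100% = Hck alone without Nef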
Runt-SMMHC FRET: inhibitors of RUNX1 Runt–CBFb-SMMHC binding, primary screen, biochemical, FRET, Cerulean-Runt, Venus-CBFb-SMMHC, uHTS; Runt-related transcription factor 1 (Homo sapiens) + Core-binding factor subunit beta …; Cerulean-Runt/Venus-CBFb-SMMHC FRET ratio 530/480, 1 h; inhibition, % at 20 µM; 0.74% of 220,000 active; AID 1434, 2008;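 active = mean inhibition across duplicate retests at 20 µM reaching about 50%, limit read from the data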;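 also: 0% = DMSO wells and 100% = wells with excess untagged CBFb-SMMHC; inhibitors lower the FRET ratio by blocking Runt binding to CBFb-SMMHC; some results filed as inactive read as strong as hits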
RBBP9 inhibitor: human RBBP9 inhibitors, primary screen, biochemical, fluorescence polarization, FP-Rh probe, HTS. recombinant RBBP9. Serine hydrolase RBBP9 (Homo sapiens), O75884. 0.2% of 220,000 active. inhibition, % at 7.94 µM. AID 1515, 2009;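 active = inhibition above the campaign mean of all tested compounds plus 3 SD, cut at about 14% in these data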;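 also: plate controls were DMSO wells with RBBP9 for no effect and wells lacking RBBP9 protein for full effect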
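Assay system: recombinant human RBBP9; Reagent: Serine-hydrolase probe FP-Rh, 375 nM pre-mixing; Doses: 7.94 µM single dose, 0.794% DMSO; Incubation: 30 min then 45 min, 25 °C; Detection: fluorescence polarization (mP), excitation 525 nm, emission 598 nm; Evaluation: percent inhibition from mP, scaled between DMSO and no-protein wells.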
TNF death inh: inhibitors of TNF-alpha triggered necroptosis, primary screen, cell-based, Jurkat FADD-/-, single concentration; activation (protection from cell death), % at 10 µM; Jurkat FADD-/- TNF necroptosis rescue, ATP luminescence, 24 h; 0 = TNF only, 100 = no-TNF cells; 0.068% of 220,000 active;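 active = activation, meaning protection from cell death, of at least 50% relative to plate controls; inactive = activation below 50%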;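 also: necroptosis triggered by 40 ng/mL TNF-alpha added together with compound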
PGE2 EP2 inh: human EP2 receptor antagonists, primary screen, TR-FRET cAMP, C6 glioma cells; Prostaglandin E2 receptor EP2 subtype (Homo sapiens), P43116; C6 glioma cells expressing human EP2; cells stimulated with saturating PGE2; inhibition, % at 25 µM; 0.52% of 260,000 active;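 active = percent inhibition above 40 after rounding to a whole number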;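 also: rat C6 glioma host cells with rolipram phosphodiesterase inhibitor present; the protocol text gives 20 µM as final concentration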
Runt-CBFb FRET: inhibitors of RUNX1 Runt–CBFb binding, primary screen, biochemical, FRET, Cerulean-Runt, Venus-CBFb, uHTS. Runt-related transcription factor 1 (Homo sapiens) + Core-binding factor subunit beta …. Cerulean-Runt/Venus-CBFb FRET ratio 530/480, 1 h. inhibition, % at 20 µM. 0.46% of 220,000 active. AID 1496, 2009;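 active = inhibition over about 50% at 20 µM in the single-dose screen, limit read from the data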;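 also: 0% = DMSO wells and 100% = excess unlabeled CBFb competitor control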
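Assay system: Cerulean-tagged RUNX1 Runt domain (FRET donor) fusion protein / Amount: 100 nM each of Venus-CBFb and Cerulean-Runt domain / Medium: Tris buffer pH 7.5 with salts and BSA / Also added: Venus-CBFb 100 nM / Schedule: 1 h complex formation plus 1 h compound treatment, room temperature / Signal: FRET fluorescence / Read-out: loss of energy transfer signal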
L929 necroptosis: inhibitors of zVAD-triggered necroptosis, primary screen, L929 cells; L929 zVAD necroptosis rescue, ATP luminescence, 24 h; with zVAD 60 µM; viability rescue, % at 10 µM; 0.38% of 220,000 active; AID 1377, 2008;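 active = activation, scaled between plate controls, above about 75%, limit read from the data; inactive = activation under that limit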;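 also: 0% = zVAD with DMSO and 100% = DMSO alone without zVAD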
* = called active by the depositor; / = not tested or not shown; & = joins results of further samples.

Each structure is followed by: PERK inh	EP2 mod	Hck-Nef inh	Runt-SMMHC FRET	RBBP9 inhibitor	TNF death inh	PGE2 EP2 inh	Runt-CBFb FRET	L929 necroptosis
> COC(=O)c1ccc(COc2ccccc2/C=C(\C#N)C(=O)Nc2c(C)cc(C)cc2C)cc1
    0.4	10	0	-3	-10	-12	7	1	-0.9
> CCOc1ccc2nc(Cl)sc2c1
    0.6	-4	13	-6	-9	0.8	5	1	-0.1
> O=C(NNc1ccccc1C(F)(F)F)c1sccc1Br
    0.6	5	1	0	8	-0.4	13	-1	0.6
> CN1CCN(S(=O)(=O)c2cccc(C(=O)O)c2)CC1
    2.1	39	22	-2	-9	0.7	11	-1	2.3
> CCc1[nH]nc(C(=O)N2CCCC(CNS(=O)(=O)c3cccs3)C2)c1C (stereo unspecified)
    -0.5	12	19	4	-4	0.1	3	-2	30
> Cc1cc(C)c(S(=O)(=O)NCCC2CCCN2C)c(C)c1 (stereo unspecified)
    -1.1	-14	-2	2	-10	0.9	7	-1	-0.6
> CCOc1ccc(C(=O)NCC(=O)OCc2cc([N+](=O)[O-])cc3c2OCOC3)cc1OCC
    0.5	12	17	-2	-9	0.6	7	-3	1.7
> COc1ccc(/C=N/NC(=O)c2ccn[nH]2)cc1COc1ccc([N+](=O)[O-])c(C)c1
    0.4	-28	7	1	-21	-6.2	20	1	0.6
> CC(=O)Nc1ccc(S(=O)(=O)Oc2ccc(C=O)cc2)cc1
    -1.0	-42	-1	1	-8	0.9	9	-1	0.2
> CCCCC(=O)Nc1cc(OCC)c(NC(=S)NC)cc1OCC
    0.2	-13	-1	-6	-3	-0.5	6	0	1.1
> CCCNC(=O)COC(=O)c1cc2c(=O)n3ccccc3nc2s1
    0.1	19	51*	121*	2	0.3	11	83*	-0.6
> O=C(NCCc1ccccc1)c1cnc2ccccn2c1=O
    0.4	1	-1	2	-9	-3.4	-3	-1	-0.4
> Cc1ccc(C2(c3noc(CN(C)CC4CCCCO4)n3)CCCC2)cc1 (stereo unspecified)
    0.5	35	21	-1	-6	-0.2	4	-3	0.5
> CCSc1nnc(CNC(=O)c2ccccc2F)n1-c1ccccc1OC
    0.1	30	-8	-1	-9	0.3	2	-1	1.9
> CCOC(=O)c1c(NC(=O)C(Sc2ccccc2)c2ccccc2)sc(C(=O)N(C)C)c1C (stereo unspecified)
    -0.9	39	2	-4	-1	0.6	8	-4	0.2
> CCN(Cc1ccccc1)C(=O)CCCOc1ccccc1
    0.3	-2	8	-4	7	8.0	6	-4	1.3
> CC(C)C[C@@H](CN(N=O)[C@@H](Cc1ccccc1)CN(C)N=O)N(CCc1ccccc1)N=O
    0.7	25	3	-1	-5	3.0	8	0	0.4
> COc1ccccc1C(=O)NC(=S)N1CCc2ccccc21
    1.0	22	7	-2	-7	-0.1	9	1	0.7
> Cc1ccc(S(=O)(=O)c2ccc(Cl)cc2)cc1S(=O)(=O)NC(C)C(=O)O (stereo unspecified)
    1.2	21	3	4	-7	1.0	5	0	0.6
> COc1ccc(OCC(=O)Nc2nc3ccc(NC(C)=O)cc3s2)cc1
    -0.4	-44&-49	51*	-1	-8	2.2	16&5	1	1.1
> C/C(CC(=O)c1ccccc1)=N\NC(=O)CC#N
    0.7	5	8	-2	0	3.1	16	-1	3.4
> Cc1ccc(NC(=O)c2ccc3ccccc3n2)nc1
    -0.5	-5	0	8	-3	-0.7	6	-1	0.0
> Cc1nc2ccccc2nc1CSc1nncs1
    -0.8	11	1	-4	-1	0.9	6	/	0.0
> Oc1ccc(NCc2cccc(OCc3ccc(F)cc3)c2)cc1
    0.4	-20	11	-18	-1	-6.6	3	4	-0.1
> CCc1nnc(NC(=O)c2ccc(S(=O)(=O)N(CCOC)CCOC)cc2)o1
    1.2	6	1	-1	9	-0.2	5	-1	-0.2
> CCc1ccc(C(=O)CSc2ncn[nH]2)cc1
    1.4	19	1	-3	-8	0.1	6	1	0.1
> COC(=O)c1ccc(/C=C2\N=C(SC)SC2=O)cc1
    1.6	7	8	-1	-6	0.0	7	1	0.8
> CN(C)c1ccc(-c2nnn(CC(=O)Nc3ccc4c(c3)OCCO4)n2)cc1
    0.6	-53	15	0	-5	2.0	2	2	1.7
> CCCC(=O)Nc1nc(-c2ccccc2)ns1
    0.8	-37	5	0	5	2.5	8	-3	0.3
> CCOC(=O)c1ccc(OC)c(OC)c1Cl
    2.4	8	9	1	4	0.9	3	-1	0.6
> CCc1nc(SCC(=O)OC(C)C)c2ccccc2n1
    0.0	21&42	21	/	2	1.0	8&10	/	3.6
> C[C@H](NC(=O)NCCc1ccccc1)C(=O)O
    1.6	2	-1	-8	-2	-1.0	16	-2	0.0
> COc1cccc(/C=C2\SC(N)=NC2=O)c1OS(=O)(=O)c1ccccc1
    1.3	9	20	-4	-1	1.3	17	1	5.3
> O=[N+]([O-])c1cc(/C=N/OCc2c(Cl)cccc2Cl)ccc1N1CCOCC1
    -0.7	47	1	10	-7	0.7	2	-1	0.9
> Cc1cc(-c2nc(-c3ccc(C(C)(C)C)cc3)no2)no1
    1.0	-5	5	0	-2	-0.5	6	0	0.7
> CNC(=O)COC(=O)c1cc(-c2ccc(OC)cc2)nc2ccccc12
    2.0	-35	16	-2	4	-2.1	8	-2	-0.1
> COC(=O)c1ccc(C)c(-n2c(C)cc(C=O)c2C)c1
    -0.4	14	1	-2	-12	1.7	8	-57	0.5
> S=C1N(c2ccccc2)C(c2ccc(Cl)cc2)N2CCCN12 (stereo unspecified)
    -0.2	-20	-2	0	-5	1.0	9	-1	0.7
> O=S(=O)(Nc1ccc(OC(F)(F)F)cc1)c1cccc2nonc12
    1.4	6	19	-1	8	8.6	7	-2	-0.3
> CCSc1nnc(N(CCC(=O)O)CCC(=O)O)s1
    0.0	29	-2	2	2	-0.3	8	0	-0.6
> CCc1nnc(NC(=O)c2sc3nc4c(cc3c2N)CCCCCC4)s1
    0.0	6	45	61*	0	3.3	6	30	4.5
> COc1cc(OC)c(OC)cc1/C=C/c1cc(C(=O)O)c2ccccc2n1
    1.4	7	2	-57	2	-0.2	9	-6	0.3
> CC1CC(C)(C)N2C(=O)C(=C(C#N)C#N)c3cccc1c32 (stereo unspecified)
    -0.7	8	26	2	0	-10.0	2	0	0.2
> O=S(=O)(c1ccc(N2CCN(CCO)CC2)nc1)N1CCCCC1
    -0.6	19	6	1	-9	0.3	11	3	-0.5
> COC(=O)c1oc2ccc(Br)cc2c1NC(=O)CCCN1C(=O)c2ccccc2C1=O
    1.1	-13	-15	-4	0	1.5	9	-1	2.9
> Cc1cccc2cc3c(N)c(C(=O)N4CCOCC4)sc3nc12
    -0.3	-22	-2	6	-10	-16	18	7	-0.1
> COc1ccc(CCn2c(N)c(C(=O)NCc3ccco3)c3nc4ccccc4nc32)cc1
    -1.0	54	37	79*	-2	-0.3	2	58*	/
> O=c1cnnc(N/N=C/C2CC=CCC2)[nH]1 (stereo unspecified)
    1.3	-2	28	-3	-1	-0.6	3	0	1.4
> COc1ccc(NC(=O)c2cccc(C(=O)Nc3ccc(OC)cc3)n2)cc1
    -0.6	10	1	-3	-1	-0.5	6	0	0.1
> CN1CCN(c2ccc(NC(=O)c3cccc(OCc4ccccc4)c3)cc2)CC1
    -1.1	-23	11	0	3	2.0	/	3	-0.1

Following part
Each structure is followed by: PERK inh	EP2 mod	Hck-Nef inh	Runt-SMMHC FRET	RBBP9 inhibitor	TNF death inh	PGE2 EP2 inh	Runt-CBFb FRET	L929 necroptosis
> O=C(NCC1CCCO1)C(=Cc1cccc([N+](=O)[O-])c1)C(=O)NCC1CCCO1 (stereo unspecified)
    -0.1	11	0	-4	-3	-4.3	1	0	8.3
> CC(NC(=O)NC(N)=O)(C(F)(F)F)C(F)(F)F
    -0.5	33	0	1	-12	0.3	8	-2	-0.1
> Cc1ccc2c(c1)C=CC(C)(C)S2=O (stereo unspecified)
    -0.1	6	-4	1	-11	2.0	5	0	1.0
> CCc1ccc(C(=O)CSc2nnc(C)c(=O)[nH]2)cc1
    0.1	12	10	-1	0	0.1	5	-1	0.7
> COc1cc2oc(=O)ccc2c(OC)c1CC(O)C(C)(C)O (stereo unspecified)
    /	14	28	1	/	-0.4	8	2	0.7
> O=C1CC(c2cccc(Cl)c2)CC(O)=C1C=NCCCO (stereo unspecified)
    1.1	-2	1	-2	-2	-0.5	10	1	0.2
> COc1ccc(C)cc1NC(=O)c1nn(C)cc1Br
    -1.1	11	17	2	-12	0.0	12	0	1.9
> CC(c1ccccc1)N(CC(=O)NC1CCCCC1)S(=O)(=O)c1cccc(C(F)(F)F)c1 (stereo unspecified)
    -0.1	14	4	-9	1	0.5	16	-5	1.0
> Cc1cc(C)c(S(=O)(=O)N2CCOC2CNC(=O)C(=O)NCCc2c[nH]c3ccccc23)c(C)c1 (stereo unspecified)
    -0.4	-58	-2	0	0	-3.6	13	-2	/
> CC(C)CC(NC(=O)C1CCC(C)CC1)C(=O)Nc1cccnc1 (stereo unspecified)
    -0.6	-6	-12	-2	0	-1.4	8	-2	-1.0
> CC#CCCC(=O)N1C=Cc2ccccc2C1C#N (stereo unspecified)
    0.5	15	1	-2	-3	0.5	17	-2	0.2
> CCCCn1nc2cc(C(=O)NCc3ccc4c(c3)OCO4)ccc2c1OCC
    -0.7	-25	0	1	-4	-4.0	11	2	0.1
> O=C(NC(=S)Nc1cccnc1)c1cccs1
    0.7	-74	18	-4	-10	-0.5	10	3	18
> Cc1oc(CC(C)C)c(CN)c1C(=O)O
    0.6	4	0	0	-6	0.4	2	-1	-0.8
> Cc1c(C)c2cc(Cl)c(O)c(CN3CCN(C)CC3)c2oc1=O
    0.7	10	66*	127*	-5	-0.1	9	96*	-0.2
> CC(=O)c1ccc(N2CCN(C(=O)Cc3cccs3)CC2)cc1
    -0.3	-14	-14	2	-1	1.4	12	-2	0.4
> O=C1c2ccncc2C(=O)N1c1cccc(Cl)c1
    4.0*	19	22	2	0	0.7	1	1	-1.2

The list is partial; rates above refer to the full screens.
